# CHT block – human CHT choline transport inhibition. Q9GZV3. CHT-expressing cells, membrane potential dye, choline response; hits give low values. B-score at 10 µM. 0.86% of 310,000 active. AID 488975;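 active = B-score over 3 SD under the library average, and starting fluorescence ratio not unusually high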;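 also: choline stimulus applied at its EC90 after an EC20 pre-addition; B-score computed on integrated fluorescence ratio after choline addition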
# Target sequence (Q9GZV3 whole entry, looked up): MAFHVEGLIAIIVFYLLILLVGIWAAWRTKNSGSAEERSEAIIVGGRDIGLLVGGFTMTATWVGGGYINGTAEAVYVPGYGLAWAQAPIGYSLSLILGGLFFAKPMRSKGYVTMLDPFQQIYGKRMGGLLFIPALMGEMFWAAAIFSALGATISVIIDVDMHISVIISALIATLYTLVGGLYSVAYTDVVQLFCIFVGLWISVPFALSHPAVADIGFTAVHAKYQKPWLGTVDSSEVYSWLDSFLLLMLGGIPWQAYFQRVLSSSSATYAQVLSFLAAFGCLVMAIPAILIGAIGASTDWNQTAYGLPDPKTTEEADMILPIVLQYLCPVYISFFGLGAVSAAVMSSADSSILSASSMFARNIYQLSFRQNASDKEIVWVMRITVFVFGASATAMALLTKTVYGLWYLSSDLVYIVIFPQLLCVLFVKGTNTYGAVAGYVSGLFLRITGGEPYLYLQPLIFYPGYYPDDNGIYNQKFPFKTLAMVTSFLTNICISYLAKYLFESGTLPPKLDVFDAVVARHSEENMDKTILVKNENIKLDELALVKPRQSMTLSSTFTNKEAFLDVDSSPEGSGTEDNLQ
# CHT allo act – human CHT allosteric activation. Q9GZV3. B-score at 10 µM. CHT-expressing cells, membrane potential dye, choline EC20; hits give high values; LV-AA mutant CHT in HEK293 cells. 0.49% of 310,000 active;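 active = initial fluorescence not abnormally high and integrated response B-score, plate-corrected, over 3 SD above library mean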
# * hit, by the source's call; i = inactive.
SMILES,CHT block,CHT allo act
COc1cc(NC(=O)CSc2nc3ccccc3cc2C)c(C(=O)O)cc1OC,i,i
CN(C)c1ccc(/C=C(\NC(=O)c2ccccc2)C(=O)NCc2cccnc2)cc1,i,i
CCCCOC(=O)c1nnc(-c2ccc(Cl)cc2)o1,i,i
COc1ccc(S(=O)(=O)NCc2cccnc2)cc1OC,i,i
CC(C)Cn1c(N)c(C(=O)CSc2ncccn2)c(=O)n(C)c1=O,i,i
COc1ccc2c(c1)nc(SCC(=O)C(C)(C)C)n2C,i,i
CC(C)c1ccc(/C=C/C(=O)NCCC2=CCCCC2)cc1,i,i
O=C(OC1CCOC1=O)c1ccc(-c2nc3ccccc3s2)s1 (configuration not stated),i,i
CCN1C(=O)[C@H]2[C@@H](c3ccc(-c4ccc(F)cc4)c(OC)c3)N[C@@](CC(C)C)(C(=O)OC)[C@H]2C1=O,i,i
CN1C(=O)CS/C1=N\NC(=O)COc1cccc2cccnc12,i,6.6*
CCOC(=O)c1ccccc1-c1cn2cc(Cl)ccc2n1,i,i
Cc1ccccc1CSCC(=O)NC1CCCC1,i,i
O=C(CNc1ccccc1)N/N=C/c1ccc2c(c1)OCCO2,i,i
CCC(=O)N1CCN(c2ccnc3cc(Cl)ccc23)CC1,i,7.6*
O=C(CCN1C(=O)c2ccccc2C1=O)Nc1ccc(-c2cn3ccsc3n2)cc1,i,i
OC(CCN1CCOCC1)(c1ccc(Cl)cc1)C1CCCCC1 (configuration not stated),i,i
O=S(=O)(c1ccc(F)cc1)n1cnc2ccccc21,i,i
CCc1ccc(N2CC(C(=O)NC3CC3)CC2=O)cc1 (configuration not stated),i,i
NC1=C(c2ccc(F)cc2)C(=O)CS1,i,i
Cc1ccc(/C(O)=C2/C(=O)C(=O)N(c3ccccn3)C2c2cccc([N+](=O)[O-])c2)cc1 (configuration not stated),i,i
CC(C)=CCc1c(O)c(CC=C(C)C)c2c(c1O)C(=O)CC(c1ccc(O)cc1)O2 (configuration not stated),i,i
COc1ccc(N(CC(=O)Nc2cccc3ccccc23)S(C)(=O)=O)cc1,i,i
Cc1sc(NC(=O)c2ccccc2)c(C(=O)c2ccccc2)c1C,i,i
CCN(CCn1cccn1)C(=O)c1cc(COc2ccccc2SC)on1,i,i
COC(C[C@H]1O[C@@H]1C(=O)COCc1ccccc1)OC,i,i
# Later entries:
SMILES,CHT block,CHT allo act
C(=N\n1cncn1)/c1ccc(N2CCOCC2)cc1,i,i
COC(=O)c1ccc(NC(=O)C(=O)N2CCN(C(=S)Nc3cccc(OC)c3)CC2)cc1,i,i
COC(=O)C1=C(C)N(c2cc(C)cc(C)c2)/C(=C/c2ccc(O)cc2)C1=O,i,i
Cc1ccc2c(Cl)c(C(=O)N/N=C/c3cccn3C)sc2c1,i,i
Cc1nn(-c2ccccc2Cl)c(Cl)c1/C=C(\C#N)C(N)=O,i,i
CCN(CC)c1ccc(C=Nc2cc(C)cc(C)c2)c(O)c1,i,i
CCOC(=O)C1CCN(S(=O)(=O)c2cccc(-c3cn4cc(C)ccc4n3)c2)CC1,i,i
COc1ccccc1NS(=O)(=O)c1ccc2c(c1)CCN2C(=O)CCC(=O)O,i,i
CN(C)CC1CCCCC1OC(=O)c1ccc(Cl)cc1Cl (configuration not stated),i,i
CCN1c2ccccc2-c2nc3ccccc3n2C1c1cccs1 (configuration not stated),i,7.4*
O=C(Cc1cccs1)NCc1cccs1,i,i
CCOC(=O)c1cccc(NC(=O)CSc2nc3cccnc3n2C)c1,i,i
COc1ccc(/C=C(\C#N)C(=O)Nc2ccccn2)cc1,i,i
COc1ccc(COC(=O)c2cccc(S(=O)(=O)N3CCN(C(C)=O)CC3)c2)cc1,i,i
Cc1oc(/N=C/c2ccc(F)cc2)c(C#N)c1C,i,i
C=CCN(CC=C)Cc1nc(N)nc(Nc2ccccc2C)n1,i,i
Cc1[nH]n(-c2ccccc2)c(=O)c1N=Nc1ccc(C(N)=O)cc1,i,i
CCOC(=O)c1c(N)sc2c(NC(C)=O)cccc12,i,i
O=C1NC2(CCCCO2)CO1 (configuration not stated),i,i
CNC(=O)COc1ccccc1C(=O)Nc1ccc2c(c1)oc1ccccc12,i,i
COC(=O)c1cc2sccc2n1CC(=O)Nc1cc(OC)cc(OC)c1,i,i
Cc1c(C(=O)N2CCCC2)oc2c1-c1[nH]ncc1CC2,i,i
CCOCCCNc1nc2c(c(=O)n(C)c(=O)n2C)n1CCCc1ccccc1,i,i
CN(C)C(=S)Nc1cccc(C(F)(F)F)c1,i,i
O=C(CCC(=O)Nc1ccccc1)N/N=C/C=C/c1ccccc1,i,i

# Compound profiles (already shown).
# CN(C)CC1CCCCC1OC(=O)c1ccc(Cl)cc1Cl (configuration not stated) as listed: CHT block: i; CHT allo act: i
# C=CCN(CC=C)Cc1nc(N)nc(Nc2ccccc2C)n1 as listed: CHT block: i; CHT allo act: i

# An excerpt from above in order of SMILES length, low to high.
SMILES,CHT block,CHT allo act
CN(C)CC1CCCCC1OC(=O)c1ccc(Cl)cc1Cl (configuration not stated),i,i
CCOCCCNc1nc2c(c(=O)n(C)c(=O)n2C)n1CCCc1ccccc1,i,i
Cc1ccc(/C(O)=C2/C(=O)C(=O)N(c3ccccn3)C2c2cccc([N+](=O)[O-])c2)cc1 (configuration not stated),i,i

# Following part
SMILES,CHT block,CHT allo act
COc1ccc(-c2noc(C3CCCN(C(=O)c4cccc(C)c4)C3)n2)cc1 (configuration not stated),i,i
O=C1NC(=S)N/C1=C/c1cccnc1,i,i
CC1(C)C2CCC1(C)C(OC(=O)CC(=O)O)C2 (configuration not stated),i,i
CCc1ccccc1NC(=O)Nc1cccs1,i,i
O=C(CC12CC3CC(CC(C3)C1)C2)Nc1ccccc1N1CCOCC1,i,i
Cc1ccc2oc(C(=O)Nc3ccc(S(=O)(=O)Nc4ncccn4)cc3)c(C)c2c1,i,i
Cc1ccc(S(=O)(=O)N2CCOCC2)cc1C(=O)N1CC(C)OC(C)C1 (configuration not stated),i,i
O=C(c1ccoc1)N1CCCC(N2CCN(c3ccc(F)cc3)CC2)C1 (configuration not stated),i,i
COc1ccc([N+](=O)[O-])cc1C1NN=C(c2cccc3ccccc23)S1 (configuration not stated),i,i
CCOc1cc(/C=N/O)ccc1OCc1ccccc1F,i,i
N/C(=N\OC(=O)COc1ccc(Br)cc1)c1cccc([N+](=O)[O-])c1,i,i
CSc1ccc(NC(=O)c2cccnc2)cc1C#N,i,i
O=S(=O)(Nc1ccccn1)c1ccc(C(F)(F)F)cc1Cl,i,i
O=CN1CCN(C(=O)COc2ccc(Cl)cc2Br)CC1,i,i
COC(=O)c1ccc2c(=O)n(CC3CCCO3)c(SCC(=O)NCCc3ccc(S(N)(=O)=O)cc3)nc2c1 (configuration not stated),i,i
O=C1CC(c2ccccc2Oc2cccc(Cl)c2)C(n2cncn2)C(=O)C1C1NCCc2ccccc21 (configuration not stated),i,i
Cc1c(NC(=O)c2ccc(NC(=O)C3CC3)cc2)cccc1C(=O)O,i,i
CCOC(=O)C1Cc2c([nH]c3ccccc23)CN1 (configuration not stated),i,i
CC(c1nccs1)N(C)C(=O)c1ccc(OC2CCN(CCc3ccccc3)CC2)cc1 (configuration not stated),i,i
C/C(=N/NC(=O)Nc1ccccc1)c1ccc(C)cc1,i,i
COc1cccc(C2=NOC(C(=O)Nc3cccnc3Cl)C2)c1 (configuration not stated),i,i
COc1ccc(C(=O)/C=C/c2ccc(C)cc2)c(OC(=O)c2ccc([N+](=O)[O-])cc2)c1,i,i
COC(=O)C1=CN(CC2CCCO2)C=C(C(=O)OC)C1c1ccccc1C(F)(F)F (configuration not stated),i,i
COc1ccc(-c2nc3c(c(=O)[nH]c(=O)n3Cc3ccccc3)n2CCO)cc1,i,i
O=C(CSc1nnnn1Cc1ccccc1)c1ccc(F)cc1,i,i
# Later entries:
SMILES,CHT block,CHT allo act
COc1ccc(C2C(C(N)=O)=C(C)Nc3nc(-c4cccc(Cl)c4)nn32)cc1OC (configuration not stated),i,i
O=C(NCc1ccccn1)Nc1ccccc1C(F)(F)F,i,i
Cc1ccc(CN2CCN(Cc3cnn(-c4ccc(Cl)cc4)c3)CC2CCO)o1 (configuration not stated),i,i
CCCCCCCCCc1nc2sc3c(c2c(=O)n1NC(=O)c1ccccc1[N+](=O)[O-])CC(C)(C)OC3,i,i
Cc1cc(C)n(C(=O)Cn2nc(C)c(Br)c2C)n1,i,i
Cn1c(=O)n(Cc2ccccc2F)c(=O)c2c1nc1n2CCCN1CCc1ccccc1,i,i
CCOc1cc(S(=O)(=O)Nc2ccncc2)ccc1F,i,i
Cc1csc(NC(=O)c2cccs2)n1,i,i
C/C(Cc1ccccc1)=N\NC(=O)CNC(=O)COc1cccc(C)c1,i,i
Cc1ccc(-c2nc(CN(Cc3cnn(C)c3)C(C)C)c(C)o2)o1,i,i
COc1cc2c3nnc(-c4ccccc4)c-3cn(Cc3ccc(F)cc3)c2cc1OC,i,i
CCCCN1C(=O)C(NC(=O)c2cccnc2)(C(F)(F)F)C2=C1CC(C)(C)CC2=O (configuration not stated),i,i
COc1ccc(N2CCN(C(=O)CSc3nnc(Cn4nnc5ccccc54)n3C)CC2)cc1,i,i
CCOc1ccc(NC(=O)CN2CCN(CC(=O)Nc3cccc(F)c3)CC2)cc1,i,i
COc1cc(Cl)ccc1OCc1cc(C(=O)N2CCCCC2c2cccnc2)no1 (configuration not stated),i,i
Cc1cccc(C(=O)Nc2ccc(C(=O)N/N=C/c3ccco3)cc2)c1,i,i
COC(=O)C1=C(C)N(C)C(=O)/C1=C\c1cccs1,i,i
Cc1ccc(NC(=O)N2CCSc3ccccc32)cc1,i,i
COC(=O)c1ccc([C@@H]2C[C@H]3CN(Cc4cccnc4)C(=O)[C@]34CCCN24)cc1,i,i
CC(=O)Nc1ccc(S(=O)(=O)Oc2ccc(C=O)cc2)cc1,i,i
CCC[C@@H]1C[C@@H](C(=O)NC(C(C)Cl)[C@H]2O[C@H](SC)[C@H](O)[C@@H](O)[C@H]2O)N(C)C1 (some centres not stated),i,i
CN(C)S(=O)(=O)c1ccc(=S)[nH]c1,i,i
CCCc1c(C(=O)N/N=C/C(C)=C/c2ccccc2)nnn1-c1nonc1N,i,i
CC(=O)c1ccc(NC(=O)CSc2nc(C3CC3)nc3ccccc23)cc1,i,i
CCCN1CCC(NC(=O)CC2C(=O)NCCN2Cc2cccc(OC)c2)CC1 (configuration not stated),i,i

# Brought forward from above: four compounds, followed by the next part.
SMILES,CHT block,CHT allo act
CN(C)S(=O)(=O)c1ccc(=S)[nH]c1,i,i
CCCc1c(C(=O)N/N=C/C(C)=C/c2ccccc2)nnn1-c1nonc1N,i,i
CC(=O)c1ccc(NC(=O)CSc2nc(C3CC3)nc3ccccc23)cc1,i,i
CCCN1CCC(NC(=O)CC2C(=O)NCCN2Cc2cccc(OC)c2)CC1 (configuration not stated),i,i
Cn1c(Cn2c(=O)sc3ccccc32)nnc1SCC(=O)Nc1ccc2c(c1)OCO2,i,i
CCOc1cc(-c2ccccc2)nc(N)n1,i,i
CC(=O)c1cc(CN2CCN(C(C)C)C(CCO)C2)cs1 (configuration not stated),i,i
O=C(Oc1ccc(-c2nnco2)cc1)C1CCN(C(=O)c2ccc(F)cc2)CC1,i,i
CC(C)(C)C1C/C(=C/c2ccccn2)C(=O)/C(=C/c2ccccn2)C1 (configuration not stated),i,i
CCOc1ccc(CNCCCSc2ncccn2)cc1,i,i
COCCNc1nc(SCc2ccccc2)nc2sc3c(c12)CCC3,i,i
Cc1cc(=O)oc2c3c(cc(OCC(=O)Nc4cccnc4)c12)OC(C)(C)CC3,i,i
Cc1nc(NC(=O)CSc2nccn2C)sc1C(=O)N(C)C,i,i
C[C@H](CO)NC(=O)[C@H](C)[C@H]1C[C@]1(C)[C@H](NC(=O)OCc1ccccc1)c1ccccc1,i,i
CN1CCc2c(sc3nc(SCC(N)=O)n(-c4ccc(Cl)cc4)c(=O)c23)C1,i,6.8*
Cc1ccc(N(CC(O)CN2CCCC2)S(=O)(=O)c2ccc(C)cc2)cc1 (configuration not stated),i,i
Cc1nc(CSc2ccc(Cl)cc2)cc(N2CC(C)OC(C)C2)n1 (configuration not stated),i,i
O=C(COc1ccc(/C=N/NS(=O)(=O)c2ccccc2)cc1)Nc1ccc(F)cc1,i,i
Cc1nn(Cc2ccc(Cl)cc2)c(C)c1NC(=O)/C=C/c1cnn(C)c1,i,i
COc1ccc(NC(=O)C2C3C=CC4(O3)C2C(=O)N(CCN2CCCCC2)C4C(=O)NC2CCCCC2)cc1 (configuration not stated),i,i
O=C(Oc1cccc([N+](=O)[O-])c1)N1CCCCC1,i,i
Cc1ccc(S(=O)(=O)NCC(c2ccccc2)N2CCCCC2)cc1 (configuration not stated),i,i
Cc1ccc(C)c(NC(=O)C(OC(=O)c2cnc(C)cn2)c2ccccc2)c1 (configuration not stated),i,i
COc1ccc2nc3c(c(-c4ccccc4)c2c1)CCC3,i,i
COc1ccc(CNC(=O)CN(CCC(C)C)S(=O)(=O)c2ccc3c(c2)OCCO3)cc1,i,i
CN(N)c1nc(-c2ccccc2)nnc1C(F)(F)F,i,i
CC(=O)N1CCN(c2nc(-c3ccco3)c3c(c2C#N)CC(C)(C)SC3)CC1,i,i
COc1ccc(OCCCC(=O)OC(C)C(=O)Nc2ccccc2[N+](=O)[O-])cc1 (configuration not stated),i,i
CCOC(=O)c1cc2sccc2n1CCCN1C(=O)c2ccccc2C1=O,i,i
Nc1cc(=O)nc(SCC(=O)Nc2cccc3ccccc23)n1CCc1ccccc1,i,i
COc1ccc(CCCC(=O)Nc2ccc(F)cc2)cc1,i,i

# 4 records drawn at random from those above, as already listed:
SMILES,CHT block,CHT allo act
C[C@H](CO)NC(=O)[C@H](C)[C@H]1C[C@]1(C)[C@H](NC(=O)OCc1ccccc1)c1ccccc1,i,i
O=C(CCN1C(=O)c2ccccc2C1=O)Nc1ccc(-c2cn3ccsc3n2)cc1,i,i
O=C(CCC(=O)Nc1ccccc1)N/N=C/C=C/c1ccccc1,i,i
COc1ccc(OCCCC(=O)OC(C)C(=O)Nc2ccccc2[N+](=O)[O-])cc1 (configuration not stated),i,i

# Bioassay records from PubChem.

# Compounds were not picked by outcome, and some 1.4% of all compounds hit somewhere here.
